Epigenetic reg: Quantitative High-Throughput Screen for Regulators of Epigenetic Control. Potency, µM (titrated, usually from 53.9 µM), without a hit: at the top dose GFP activation, actives largely listed as activators. AID 1865, 2009. actives 0.2% (n = 280,000). murine LDR cells, GFP reporter derepression, 30 h; also: potency is read from the fitted curve at half-maximal effect; % of control where 0% means no effect; nearly all actives have a fitted effect of over 60% in size
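Derepression of a silenced CMV-GFP reporter in murine LDR cells is scored by enumerating GFP-positive cells with a laser-scanning microplate cytometer after 30 hours of treatment at 37 C.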
KinaseGlo FLuc: Counterscreen for Luciferase (Kinase-Glo TM) Inhibition. Luciferin 4-monooxygenase (Photuris pensylvanica), Q27757. Kinase-Glo luciferase, ATP luminescence, 8 min. Potency, µM (titrated, usually from 38.3 µM), for the others: at the highest dose activity change, negative = inhibition, actives largely listed as inhibitors. actives 0.28% (n = 200,000). AID 1379, 2008; also: potency is read from the fitted curve at half-maximal effect; % is scaled to controls: 0 for no effect and ±100 for the full control effect; nearly all actives have a fitted effect of over 60% in size
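Inhibition of Kinase-Glo luciferase light generation was assessed at 10 uM ATP in pH 7.2 imidazole buffer, with luminescence measured after eight minutes at ambient temperature.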
IMPase Li cell: qHTS Assay for Identifying the Cell-Membrane Permeable IMPase Inhibitors: Potentiation with Lithium; CHO-M1 cells, IP1 TR-FRET (IP-One), carbachol + lithium; Potency, µM (doses to about 59.4 µM), for inactives: at the top dose activity, negative = IMPase inhibition, actives largely listed as inhibitors; actives 0.35% (n = 210,000);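 also: IP1 builds up when IMPase is blocked and the TR-FRET signal falls; potency is read from the fitted curve at half-maximal effect; plate controls were basal vehicle for no effect and high inhibitor control for full effect; nearly all actives have a fitted effect of over 50% in size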
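Steps: plate 2000 CHO-M1 cells per well and culture 16–30 h; add compound and lithium; incubate 30 min, 37C; add d2-IP1 tracer and Eu cryptate anti-IP1 antibody in lysis buffer; read after 10 min at room temperature.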
NPSR antag: qHTS Assay for Antagonists of the Neuropeptide S Receptor: cAMP Signal Transduction; Q6W5P4; actives 1% (n = 220,000); Potency, µM (highest dose often 38.3 µM), inactives show at the highest dose activity change, negative = inhibition, most hits filed as inhibitors; CHO-NPSR cells, cAMP TR-FRET, antagonist mode; also: potency is read from the fitted curve at half-maximal effect; % is scaled to controls: 0 for no effect and ±100 for the full control effect; nearly all actives have a fitted effect of over 50% in size; many of its hits are not listed in these tables
HTT aggregate: qHTS Multiplex Assay to Identify Dual Action Probes in a Cell Model of Huntington: Aggregate Formation (GFP); actives 1.1% (n = 220,000); Potency, µM (series often up to 46.1 µM), for inactives: at the top dose activity change, negative = inhibition, usual class: inhibitors; PC12 HttQ103-GFP aggregates, Acumen cytometry, 40 h; also: potency is read from the fitted curve at half-maximal effect; % is scaled to controls: 0 for no effect and ±100 for the full control effect; nearly all actives have a fitted effect of over 60% in size
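Multiplexed with ATP-based cell death, this channel scores GFP aggregates in PC12 cells expressing inducible HTTex1-Q103-GFP. Induction used 100 nM tebufenozide; compounds were tested in concentration series.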
CBFb RUNX1 block: qHTS Assay for Compounds Blocking the Interaction Between CBF-beta and RUNX1 for the Treatment of Acute Myeloid Leukemia; 230,000 tested, under 10 active; Runt-related transcription factor 1 (Homo sapiens) + Core-binding factor subunit beta …; AlphaScreen CBFb-His/RUNX1-biotin binding, biochemical; Potency, µM (series often up to 59.8 µM), inactives show at the top dose activity, negative = inhibition, most hits filed as inhibitors; also: % of control where 0% means no effect
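CBFb-His/RUNX1-biotin, 30 nM each, preincubated 20 min RT; compound 15 min RT; Ni + streptavidin beads 50 ng each, 90 min RT; AlphaScreen read.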
L3MBTL1 block: qHTS Assay for the Inhibitors of L3MBTL1; AlphaScreen L3MBTL1–H3K9me1 peptide binding; Potency, µM (highest dose often 57.1 µM), for inactives: at the top dose activity, negative = inhibition, hits mostly inhibitors; actives 0.66% (n = 230,000); also: potency is read from the fitted curve at half-maximal effect; % is scaled to controls: 0 for no effect and ±100 for the full control effect; nearly all actives have a fitted effect of over 60% in size
Target sequence (Q9Y468 whole entry, looked up): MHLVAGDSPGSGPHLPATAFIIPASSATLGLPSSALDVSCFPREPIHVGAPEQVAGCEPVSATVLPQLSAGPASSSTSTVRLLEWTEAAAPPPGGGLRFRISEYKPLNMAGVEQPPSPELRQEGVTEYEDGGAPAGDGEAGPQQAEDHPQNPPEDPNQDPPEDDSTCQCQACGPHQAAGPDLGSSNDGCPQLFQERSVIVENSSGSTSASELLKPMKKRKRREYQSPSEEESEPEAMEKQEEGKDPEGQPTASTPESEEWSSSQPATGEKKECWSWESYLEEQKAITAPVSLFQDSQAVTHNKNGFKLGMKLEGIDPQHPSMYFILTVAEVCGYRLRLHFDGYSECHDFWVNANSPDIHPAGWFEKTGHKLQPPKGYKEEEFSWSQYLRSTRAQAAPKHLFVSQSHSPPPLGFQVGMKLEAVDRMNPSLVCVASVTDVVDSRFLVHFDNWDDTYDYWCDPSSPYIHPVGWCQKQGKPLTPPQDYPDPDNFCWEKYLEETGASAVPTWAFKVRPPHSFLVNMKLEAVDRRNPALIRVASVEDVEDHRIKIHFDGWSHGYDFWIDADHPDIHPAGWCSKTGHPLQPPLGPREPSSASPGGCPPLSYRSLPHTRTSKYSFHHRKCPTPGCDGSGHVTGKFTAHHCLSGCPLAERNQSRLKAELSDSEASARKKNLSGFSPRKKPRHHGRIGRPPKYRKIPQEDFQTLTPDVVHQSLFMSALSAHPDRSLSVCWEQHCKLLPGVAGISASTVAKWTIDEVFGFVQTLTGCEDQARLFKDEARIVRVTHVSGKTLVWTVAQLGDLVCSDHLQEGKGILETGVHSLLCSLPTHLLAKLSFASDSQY
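Read-out is AlphaScreen signal from streptavidin donor and nickel chelate acceptor beads (10 ug/mL final each) bridging L3MBTL1 (50 nM) and biotinylated K9-monomethylated H3(1-15) peptide (75 nM), after 30 min compound exposure at room temperature.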
Starred values were filed as active, the others as inactive; ? = inconclusive; · = not tested or not shown; [ ] = remark or other dose. Calls follow the shape of the dose curve; as a rule, active = well fitted curve in the direction sought with a large enough effect; inconclusive = small, poorly fitted or top-dose-only effect, or another doubt; inactive = no such curve, though single readings can be large; an effect the other way counts as inactive or inconclusive. These rows are one share of the data (hit frequency here may not be typical).

SMILES	Epigenetic reg	KinaseGlo FLuc	IMPase Li cell	NPSR antag	HTT aggregate	CBFb RUNX1 block	L3MBTL1 block
O=c1c2ccccc2c(-c2n[nH]c(=S)o2)nn1Cc1ccccc1	-1.6%	5.8%	-15.5%	-57.3%	37.1%	1.0%	-7.2%
COc1ccc(N=Nc2[nH]c3ccc(C)cc3c2O)cc1	0.9%	-2.8%	1.9%	2.9%	0.5%	-19.2%	-12.3%
Cc1c(-c2ccccc2)sc(N)c1C(=O)N1CCOCC1	3.7%	0.0%	-6.9%[38.3 µM]	10.5%[7.67 µM]	0.2%	-9.5%	1.9%
COCc1c(C(=O)NC2CCCCCC2)oc2ccccc12	-3.1%	0.9%	6.8%	-15.6%	?	7.3%	·
CCOc1ccc(C(=O)NC(=S)Nc2ccc(NC(=O)C(C)C)cc2)cc1[N+](=O)[O-]	-2.5%	0.8%	2.0%	5.1%	5.2%	-0.9%	5.9%
O=C(COc1ccccc1O)NNc1ccccc1	0.0%	4.0%	0.9%	1.3%	22.4%	5.2%	2.5%
CCOc1cc(/C=N/NC(=O)C(=O)NC2CC2)cc(Br)c1O	-1.0%	3.9%	26.9%	12.0%	-8.9%	-1.8%	6.4%
CCOC(=O)C1CCN(C(c2cc3c(C)ccc(C)c3[nH]c2=O)c2nnnn2C2CCCCC2)CC1 (stereo unspecified)	2.2%	-1.1%	7.2%[38.3 µM]	-22.2%[46.1 µM]	23.4%	2.0%	2.9%
Cc1cc(C(F)F)nn1CC(=O)Nc1cc([N+](=O)[O-])ccc1F	-0.9%	-1.8%	-5.4%	7.8%	-1.2%	3.6%	6.2%
CNc1ccc([N+](=O)[O-])cc1-c1nc2ccccc2[nH]c1=O	-0.1%	·	·	14.1%	-5.1%[9.22 µM]	3.2%	2.5%
N#C/C(=C\c1ccc(F)c(F)c1)C(=O)NC1CCCCC1	-1.0%	7.8%	-4.6%	-0.6%	-5.2%	3.3%	9.0%
COCCNC(=O)NC(=O)CN1CCCc2ccccc21	-1.1%	-4.6%	?	8.7%	4.6%	12.5%	0.3%
CCOC(=O)c1c(NC(=O)c2ccc(Br)o2)sc2c1CCCC2	4.0%	-4.5%	0.8%[38.3 µM]	-12.9%[46.1 µM]	2.8%	4.5%	4.7%
CSc1ccccc1NC(=O)COC(=O)Cc1cccs1	-0.1%	5.5%	-1.9%	9.7%	6.0%	1.6%	0.3%[11.4 µM]
O=C(C1CCN(c2nnnn2-c2ccccc2)CC1)N1CCN(c2ccccc2)CC1	0.0%	-0.8%	34.0%[activator][38.3 µM]	-9.0%[46.1 µM]	3.5%	5.8%	3.3%
Nc1nc(SCc2ccccc2)ns1	-2.1%	2.4%	20.8%[38.3 µM]	-2.9%[46.1 µM]	-16.1%	2.2%	-17.5%[11.4 µM]
CN1C(=O)CC(C(=O)O)SC1=Nc1cc(Cl)c(O)c(Cl)c1 (stereo unspecified)	0.8%	-0.5%	14.7%[38.3 µM]	-3.4%[46.1 µM]	7.5%	-7.7%	·
CC(C)CN(C(=O)CN1CCOCC1)c1c(N)n(CC(C)C)c(=O)[nH]c1=O	0.0%	·	·	8.4%[46.1 µM]	-16.2%	0.5%	8.4%
CN(C(=O)c1ccc(OC2CCN(CCc3ccccc3)CC2)cc1)C1CCCCC1	0.2%	-3.7%	19.1%	13.2%	0.6%[9.22 µM]	-1.6%	-2.8%
CC(=O)Nc1ccc(N2CCN(c3ccc(C(F)(F)F)cn3)CC2)nc1	-6.5%	·	·	12.1%	27.5%[9.22 µM]	1.3%	-3.2%
O=c1c2ccccc2nc(SCc2ccccc2F)n1C1CCCC1	2.1%	3.5%	19.0%	-58.8%	-1.9%	4.5%	8.4%
CCOc1cccc(C(=O)Nc2cccc(C(=O)NCC(C)C)c2)c1	0.0%	3.8%	-2.0%	2.6%	-6.3%	0.1%	5.1%
CN(C(=O)c1ccncc1)c1nnc(-c2ccccn2)s1	-1.0%	0.2%	18.1%[38.3 µM]	-9.9%[46.1 µM]	-5.2%	-6.1%	·
O=C(Nc1ccccc1)N1CCCC(c2nc(-c3cccs3)no2)C1 (stereo unspecified)	?	-5.7%	0.9%[38.3 µM]	-7.4%[46.1 µM]	-4.7%	6.8%	-3.3%
O=C(c1ccc(-c2ccccc2)cc1)N1CCN(C(=O)c2ccco2)CC1	-1.0%	-2.7%	-6.2%[38.3 µM]	?	-8.9%	-3.6%	-4.3%
Clc1ccc2nc(C3CCN(Cc4nnnn4C4CCCCC4)CC3)[nH]c2c1	-1.2%	0.1%	9.7%	-12.5%[46.1 µM]	?	1.7%	1.4%
OCCCNc1c2c(nc3cc(-c4ccc(Cl)cc4)nn13)CCC2	1.0%	-0.9%	13.2%	31.1%	9.4%[9.22 µM]	-5.3%	-2.9%
Cc1ccc(-n2nc(-c3cccnc3)cc2C(=O)N2CCOCC2)c(C)c1	-0.7%	20.1%	19.2%[38.3 µM]	-16.9%[46.1 µM]	?	-2.8%	·
O=C(NC1CCCC1)C1C2C=CC3(CN(Cc4cccs4)C(=O)C13)O2 (stereo unspecified)	-1.1%	1.5%	3.4%	9.4%	-5.0%	2.0%[2.36 µM]	5.5%
O=C(N/C(=C/c1ccc2c(c1)OCO2)C(=O)N1CCOCC1)c1cccs1	0.8%	-2.0%	2.5%[38.3 µM]	-6.0%[46.1 µM]	5.1%	-1.4%	5.7%
COc1ccc(OC)c(S(=O)(=O)N2CCC(C(=O)NCCc3ccc(OC)c(OC)c3)CC2)c1	0.1%	2.3%	13.6%	3.8%[46.1 µM]	11.2%	9.9%	-2.6%
CCc1nnc(NC(=O)c2nc3nccc(C)n3n2)s1	0.1%	10.1%	-11.2%[38.3 µM]	-16.4%[46.1 µM]	-8.0%	-14.5%	12.3%
O=C(c1cccc(C(F)(F)F)c1)N1CCC(O)(CS(=O)(=O)Cc2ccccc2)CC1	-1.1%	2.3%	-5.3%[38.3 µM]	-2.3%[46.1 µM]	4.2%	2.7%	9.8%
CCN(CC)c1ccc(NC(=O)COC(=O)c2cccs2)cc1	-0.5%	-9.1%	40.7%[activator][38.3 µM]	-21.8%[46.1 µM]	10.0%	?	·
CC1(C)OC(=O)CC1C(=O)NCc1ccccc1 (stereo unspecified)	-1.1%	4.1%	15.6%[38.3 µM]	-10.5%[46.1 µM]	-8.6%	9.0%	·
Cc1ccc(CN2CN(S(=O)(=O)c3cccs3)c3nc4ccccc4nc32)cc1	5.1%	-3.5%	17.3%[38.3 µM]	?	?	0.8%	36.6%

Part of the list above in order of heavy-atom count, low to high:
SMILES	Epigenetic reg	KinaseGlo FLuc	IMPase Li cell	NPSR antag	HTT aggregate	CBFb RUNX1 block	L3MBTL1 block
CCc1nnc(NC(=O)c2nc3nccc(C)n3n2)s1	0.1%	10.1%	-11.2%[38.3 µM]	-16.4%[46.1 µM]	-8.0%	-14.5%	12.3%
OCCCNc1c2c(nc3cc(-c4ccc(Cl)cc4)nn13)CCC2	1.0%	-0.9%	13.2%	31.1%	9.4%[9.22 µM]	-5.3%	-2.9%
O=C(N/C(=C/c1ccc2c(c1)OCO2)C(=O)N1CCOCC1)c1cccs1	0.8%	-2.0%	2.5%[38.3 µM]	-6.0%[46.1 µM]	5.1%	-1.4%	5.7%
O=C(c1cccc(C(F)(F)F)c1)N1CCC(O)(CS(=O)(=O)Cc2ccccc2)CC1	-1.1%	2.3%	-5.3%[38.3 µM]	-2.3%[46.1 µM]	4.2%	2.7%	9.8%
COc1ccc(OC)c(S(=O)(=O)N2CCC(C(=O)NCCc3ccc(OC)c(OC)c3)CC2)c1	0.1%	2.3%	13.6%	3.8%[46.1 µM]	11.2%	9.9%	-2.6%

Additional entries follow:
SMILES	Epigenetic reg	KinaseGlo FLuc	IMPase Li cell	NPSR antag	HTT aggregate	CBFb RUNX1 block	L3MBTL1 block
O=C(O)c1ccc(-n2nnnc2Oc2cccc3cccnc23)cc1	-2.3%	-4.5%	22.0%[38.3 µM]	-3.4%[46.1 µM]	6.1%	1.5%	·
Cc1cc(C(=O)NCc2ccc3c(c2)OCO3)n(-c2ccccc2)n1	0.0%	1.3%	10.2%[38.3 µM]	5.4%[46.1 µM]	-10.8%	-2.4%	-0.6%
O=C(NCc1cccs1)c1cccn2c(=O)c3sccc3nc12	5.5%	1.7%	-7.1%	-2.2%	-25.5%	2.9%	·
COc1ccc(C2CC(c3ccc(C)o3)=NN2C(C)=O)cc1 (stereo unspecified)	-0.8%	0.0%	0.6%	9.8%	8.4%	-2.3%	4.4%
O=C1CCCN1CN(C(=O)c1ccccc1)c1ccc(F)cc1	-0.8%	-2.0%	5.9%[38.3 µM]	-0.6%[46.1 µM]	12.6%	3.5%	-5.1%
COc1ccc(-c2[nH]n(-c3ccc([N+](=O)[O-])cc3)c(=O)c2C=NCc2ccncc2)cc1	3.0%	-2.1%	-2.1%	-37.6%	2.0%	-7.7%	15.1%
CS/C(N)=N/N=C/c1cc(C)ccc1O	2.4%	·	·	49.8%	17.2%[9.22 µM]	1.3%	0.3%
CC(C)N1CCC(N2CCN(Cc3nc4ccccc4s3)CC2CCO)CC1 (stereo unspecified)	-3.1%	·	·	15.4%	-0.5%[9.22 µM]	6.0%	·
NS(=O)(=O)c1ccc(NC(=O)CSc2nc3ccccc3n2-c2ccccc2)cc1	-1.0%	-1.6%	9.0%	-16.6%	-10.6%	-6.3%	-16.7%
Cc1cccc(OCCC(=O)Nc2nnc(C)s2)c1	0.0%	-0.5%	0.2%	7.6%	10.5%	2.9%	-4.1%
CCCn1c(SC(C(=O)Nc2cc(C)ccc2OC)c2ccccc2)nc2ccccc2c1=O (stereo unspecified)	0.0%	0.2%	7.4%	-29.7%	7.4%	-7.6%	0.0%
O=C(O)CCCc1nc(-c2ccccc2)no1	4.1%	0.8%	13.6%[38.3 µM]	-12.7%[46.1 µM]	4.0%	7.8%	5.8%
Cn1c(=O)n(-c2ccccc2)c(=O)c2c3c(sc21)COC(C)(C)C3	0.0%	-2.5%	15.3%[38.3 µM]	11.8%[46.1 µM]	-6.7%	3.0%	2.1%
O=C(CC1COc2ccccc2O1)Nc1ccccn1 (stereo unspecified)	1.1%	1.7%	8.6%[38.3 µM]	-3.3%[46.1 µM]	4.9%	3.3%	·

Screens as filed in PubChem BioAssay.
